Compound activity as filed in PubChem.
MITF TRPM1 inh – reduces MITF-dependent TRPM1 promoter luciferase signal; SK-MEL-5 TRPM1 promoter luciferase, 24 h; inhibition, % at 12.5 µM; hit rate 0.83% among 330,000;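 active means mean inhibition across replicates of 60% or more, whatever share of single replicates reaches that level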; further: values of inactives mirror those of a sister screen read the other way
HIF-2a block – HIF-2a inhibition; inhibition, % at 18.8 µM; 786-0 RCC cells HIF-2a reporter, luciferase luminescence, overnight; hit rate 0.72% among 360,000;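 active means inhibition of the luminescence signal of 40% or more relative to plate controls, in a single-dose primary screen at 18.75 µM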
CF NFkB inh – cystic fibrosis NF-kB activation inhibition. KKLEB NF-kB-GFP reporter, PAF-induced, GFP fluorescence overnight. inhibition, % at 5 µM. hit rate 0.86% among 360,000;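 active means at least 50% inhibition at 5 µM, scaled per plate between neutral and stimulator controls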;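 further: PAF is a Pseudomonas aeruginosa culture filtrate used as stimulus; plate controls were PAF-stimulated DMSO wells for no effect and unstimulated DMSO wells for full effect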
Peg3 prom inh – reduces Peg3 promoter-driven luciferase expression in HeLa; HeLa PEG-Prom luciferase reporter, luminescence, overnight; inhibition, % at 20 µM; hit rate 1.7% among 360,000; AID 588405;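 active means inhibition of at least 50% at 20 µM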
Shn3 3UTR inh – reduces Shn3 3'UTR luciferase signal in osteoblasts; Clone20 osteoblast Shn3 3'UTR firefly luciferase, 24 h; inhibition, % at 12.5 µM; hit rate 0.52% among 360,000;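 active means mean inhibition of at least 75% with every replicate also reaching 75%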;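 further: 0% = median of neutral control wells and 100% = pilot-screen positive control compound; some compounds past the cut are filed as inactive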
NR2E3 ag-1 – human photoreceptor-specific nuclear receptor agonism; hit rate 0.35% among 360,000; CHO-S Gal4-NCOR/VP16-NR2E3 two-hybrid, luciferase; inhibition of corepressor binding, % at 3.98 µM; Q9Y5X4; AID 602229;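 active means inhibition above the mean of all tested compounds plus 3 SD, cut at about 70% in these data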;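 further: 0% = DMSO with NR2E3 transfected cells and 100% = cells lacking NR2E3 construct; higher means lower luciferase signal from less NR2E3 corepressor binding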
Target sequence (Q9Y5X4 whole entry, looked up, the tested form may be a part): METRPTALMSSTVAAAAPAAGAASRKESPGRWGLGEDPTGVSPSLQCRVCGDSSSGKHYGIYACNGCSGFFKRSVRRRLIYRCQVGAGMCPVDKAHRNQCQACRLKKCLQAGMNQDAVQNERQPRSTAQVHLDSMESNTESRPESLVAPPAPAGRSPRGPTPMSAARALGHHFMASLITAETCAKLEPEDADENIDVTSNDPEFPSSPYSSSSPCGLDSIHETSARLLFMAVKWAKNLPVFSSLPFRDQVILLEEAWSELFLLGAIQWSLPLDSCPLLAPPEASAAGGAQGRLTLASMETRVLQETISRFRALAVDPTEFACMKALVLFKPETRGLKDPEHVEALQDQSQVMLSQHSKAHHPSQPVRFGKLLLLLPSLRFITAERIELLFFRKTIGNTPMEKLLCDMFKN
TROY signal inh – blocks TROY-dependent signaling in reporter cells. Q293 LMP1-TROYcd NF-kB luciferase reporter, 4 h. inhibition, % at 10 µM. hit rate 0.98% among 360,000;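 active means compounds whose plate-normalised and pattern-corrected inhibition of the luciferase reporter signal at the single screening dose is 50% or more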
NR2E3 ag-2 – agonists of human nuclear receptor NR2E3; GST-NR2E3/biotin-RetCOR TR-FRET, 1536-well; inhibition of corepressor binding, % at 4.78 µM; hit rate 0.12% among 320,000; AID 2300;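 active means percent inhibition above the cutoff of mean plus 3 SD of all tested compounds, set per screening campaign, cut at about 20% in these data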;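 further: 0% = DMSO wells and 100% = biotin wells as full block of FRET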
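System: GST-tagged NR2E3 plus biotinylated RetCOR corepressor; Buffer or medium: pH 7.5 Tris-based buffer; Probe or stimulus: RetCOR corepressor, biotinylated, 7 nM; Doses: compound at 4.8 µM, single dose; Schedule: 5 h incubation at 4 °C; Technique: time-resolved FRET; Evaluation: percent inhibition of TR-FRET ratio; Replication: one well per compound, singlicate testing.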
KKLEB cytotox – reduces viability of KKLEB cystic fibrosis airway cells; KKLEB CF airway cells viability, ATPlite luminescence, overnight; hits give low values; cells stimulated with P. aeruginosa culture filtrate; activity change (cytotoxicity), % at 5 µM; hit rate 0.36% among 360,000;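 active means corrected activity change at or below -50% at 5 µM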
TWEAK-Fn14 inh – blocks TWEAK-Fn14 interaction in a reporter cell assay. hit rate 2% among 360,000. TWEAK-stimulated Fn14 reporter cells, luciferase luminescence, 8 h. inhibition, % at 10 µM; in the data active means inhibition above about 50%
C8 TRAIL sens – caspase-8 TRAIL sensitization | NB7+C8 cells + TRAIL, ATPlite viability luminescence | hit rate 1% among 360,000 | inhibition (viability loss, TRAIL sensitization), % at 10 µM;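 active means compounds causing at least 50% loss of cell viability in the single-dose screen, relative to plate controls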
Active calls of the source: *; x = not tested or not shown. This is a subset (hit frequency here may not be typical).

Sample of the layout:
Below each compound – MITF TRPM1 inh | HIF-2a block | CF NFkB inh | Peg3 prom inh | Shn3 3UTR inh | NR2E3 ag-1 | TROY signal inh | NR2E3 ag-2 | KKLEB cytotox | TWEAK-Fn14 inh | C8 TRAIL sens
- COC(=O)C(NS(=O)(=O)c1ccc(NC(C)=O)cc1)C(C)C (stereo not drawn)
    10 | -2 | 0 | 12 | -24 | -13 | 2 | -2 | -13 | 14 | 19
- CCN(CC)S(=O)(=O)c1cccc(C(=O)N/N=C(\C)c2ccc(O)cc2O)c1
    71* | 13 | 22 | 52* | 93* | 0 | 7 | -1 | -20 | 0 | 6
- O=C(CSc1ccccc1)N1CCC(N2CCC(C(=O)N3CCCC3)CC2)CC1
    7 | -13 | -6 | -10 | 8 | 88* | -7 | -2 | -3 | -25 | -6
- Cc1ccc(C)c(S(=O)(=O)N2CCN(CC(=O)NC(C)c3ccccc3)CC2)c1 (stereo not drawn)
    2 | 7 | 4 | 10 | 4 | 2 | -4 | 2 | 16 | -11 | 9
- CC(NC(=O)CCCN1C(=O)c2ccccc2C1=O)c1ccc2c(c1)CCCC2 (stereo not drawn)
    -4 | -43 | -7 | -44 | 3 | -18 | 32 | 1 | 6 | 23 | -11
- Cc1cccc(NC(=O)CSCC(=O)N(C)CC(=O)Nc2cccc(F)c2)c1
    -1 | 1 | -9 | -13 | -18 | -21 | -17 | -1 | 10 | 3 | -7
- S=C(Nc1ccc(Cl)cc1)N1CCN(C2CCCCC2)CC1
    -5 | -23 | 8 | 5 | 17 | 20 | 13 | 2 | 1 | 7 | -8
- CCc1csc(CNC(=O)C2CCC(=O)N(Cc3cccc(OC)c3)C2)n1 (stereo not drawn)
    x | 5 | 15 | 2 | -9 | 8 | -6 | x | -9 | 6 | -21
- COc1ccccc1C(=O)Nc1ccnn1C1CCN(C/C=C/c2ccccc2)CC1
    -12 | 7 | -3 | 28 | -9 | -1 | -11 | 2 | -9 | 5 | -16
- CCn1c(SCC(=O)Nc2nncs2)nnc1-c1ccco1
    5 | 12 | -3 | 18 | 0 | -8 | 11 | 3 | 0 | 10 | 1

Main list, from the start:
Below each compound – MITF TRPM1 inh | HIF-2a block | CF NFkB inh | Peg3 prom inh | Shn3 3UTR inh | NR2E3 ag-1 | TROY signal inh | NR2E3 ag-2 | KKLEB cytotox | TWEAK-Fn14 inh | C8 TRAIL sens
- COC(=O)C(NS(=O)(=O)c1ccc(NC(C)=O)cc1)C(C)C (stereo not drawn)
    10 | -2 | 0 | 12 | -24 | -13 | 2 | -2 | -13 | 14 | 19
- CCN(CC)S(=O)(=O)c1cccc(C(=O)N/N=C(\C)c2ccc(O)cc2O)c1
    71* | 13 | 22 | 52* | 93* | 0 | 7 | -1 | -20 | 0 | 6
- O=C(CSc1ccccc1)N1CCC(N2CCC(C(=O)N3CCCC3)CC2)CC1
    7 | -13 | -6 | -10 | 8 | 88* | -7 | -2 | -3 | -25 | -6
- Cc1ccc(C)c(S(=O)(=O)N2CCN(CC(=O)NC(C)c3ccccc3)CC2)c1 (stereo not drawn)
    2 | 7 | 4 | 10 | 4 | 2 | -4 | 2 | 16 | -11 | 9
- CC(NC(=O)CCCN1C(=O)c2ccccc2C1=O)c1ccc2c(c1)CCCC2 (stereo not drawn)
    -4 | -43 | -7 | -44 | 3 | -18 | 32 | 1 | 6 | 23 | -11
- Cc1cccc(NC(=O)CSCC(=O)N(C)CC(=O)Nc2cccc(F)c2)c1
    -1 | 1 | -9 | -13 | -18 | -21 | -17 | -1 | 10 | 3 | -7
- S=C(Nc1ccc(Cl)cc1)N1CCN(C2CCCCC2)CC1
    -5 | -23 | 8 | 5 | 17 | 20 | 13 | 2 | 1 | 7 | -8
- CCc1csc(CNC(=O)C2CCC(=O)N(Cc3cccc(OC)c3)C2)n1 (stereo not drawn)
    x | 5 | 15 | 2 | -9 | 8 | -6 | x | -9 | 6 | -21
- COc1ccccc1C(=O)Nc1ccnn1C1CCN(C/C=C/c2ccccc2)CC1
    -12 | 7 | -3 | 28 | -9 | -1 | -11 | 2 | -9 | 5 | -16
- CCn1c(SCC(=O)Nc2nncs2)nnc1-c1ccco1
    5 | 12 | -3 | 18 | 0 | -8 | 11 | 3 | 0 | 10 | 1
- Cc1ccc(S(=O)(=O)N2CCOCC2)cc1NC(=O)CSc1nnc(N)s1
    0 | 13 | -16 | 6 | -1 | -25 | -7 | 0 | 11 | -7 | 0
- CCN1C(=O)c2ccccc2S(=O)(=O)c2ccc(C(=O)N3CCOCC3)cc21
    -2 | 2 | 5 | 4 | -4 | -9 | -8 | -5 | -3 | 4 | -1
- O=C(/C=C/c1ccc([N+](=O)[O-])cc1)Oc1ccc(/C=N/NC(=O)c2ccncc2)cc1
    -2 | 1 | -6 | 14 | -23 | 8 | 19 | -1 | 21 | 23 | 0
- O=C(NCC12CC3CC(CC(C3)C1)C2)c1nn2c(c1Cl)NC(c1ccco1)CC2C(F)(F)F (stereo not drawn)
    -1 | 6 | 20 | 20 | 10 | -18 | 24 | 3 | -6 | 30 | 7
- COc1ccc(N2CCN(C(=O)c3ccc(Br)o3)CC2)cc1
    2 | 2 | 30 | -1 | -8 | 4 | 9 | 0 | -8 | -7 | 4
- NNc1nccc(Nc2ccccc2C(=O)O)n1
    -5 | 11 | -8 | 11 | -3 | -28 | -12 | -1 | 9 | -9 | 13
- Cn1c(C(=O)O)c(C=O)c2ccccc21
    14 | 7 | -37 | 1 | 11 | -33 | 0 | 1 | 19 | 9 | 25
- Cc1ccc(C(=O)/C=C/c2c[nH]c3ccccc23)cc1
    -55 | -452 | -5 | -161 | -58 | -61 | 32 | 3 | 7 | 4 | 2
- CN(c1cccc(NC(=O)CN(c2cccc(Cl)c2)S(=O)(=O)c2ccc(Cl)cc2)c1)S(C)(=O)=O
    19 | 19 | -1 | 21 | 12 | 3 | 25 | 4 | -6 | 19 | 2
- Cc1cc(C(=O)O)c2ccccc2n1
    7 | 6 | 4 | 5 | -6 | 10 | -13 | -1 | 0 | 6 | -12
- Cn1c(SCC(=O)N2CCCC2)nnc1-c1cccs1
    -11 | -26 | -9 | -23 | 6 | -14 | -10 | 3 | -1 | 3 | 1
- NC(=O)Nc1ccccc1C(=O)NCCc1ccccc1
    -32 | -148 | 15 | -142 | -43 | -52 | -47 | -3 | 6 | 12 | 5
- CC(=O)Nc1c(C(=O)O)oc2ccccc12
    8 | -25 | 18 | 15 | -85 | -28 | -18 | 1 | 2 | -34 | -16
- COc1ccc(-n2c(SC(C)C(=O)N3CCOCC3)nc3ccccc3c2=O)cc1 (stereo not drawn)
    8 | 8 | 10 | -3 | -8 | -2 | -7 | 3 | -13 | 9 | 24
- COCCN1CC(C(=O)NCc2ccccc2-n2ccnc2C)CCC1=O (stereo not drawn)
    -7 | -2 | -18 | 18 | -14 | -34 | 10 | -3 | 7 | 13 | -4
- Cc1cccn2c(=O)c3cc(C#N)c(=NC(=O)c4ccco4)n(Cc4ccco4)c3nc12
    -14 | 29 | -26 | 11 | x | -18 | -17 | -1 | 0 | 13 | -11
- Cc1cc(NC(=O)CS(=O)(=O)c2cn(Cc3cccc(Cl)c3)c3ccccc23)no1
    x | 28 | 3 | 28 | 23 | 4 | 13 | x | -1 | 37 | 7
- N=c1c(S(=O)(=O)c2ccc(Br)cc2)cc2c(=O)n3ccccc3nc2n1Cc1ccccc1
    -8 | -6 | -5 | 8 | 7 | -14 | -5 | 0 | -41 | -5 | 1
- C/C(=N\Nc1nc(N2CCOCC2)nc(N2CCOCC2)n1)c1cccc([N+](=O)[O-])c1
    -14 | 10 | 1 | 5 | 27 | 35 | -2 | 3 | -10 | -7 | -5
- COc1ccc(N=C2SC(CC(=O)Nc3ccccc3)C(=O)N2CCc2ccccn2)cc1 (stereo not drawn)
    -1 | -14 | -6 | 11 | 12 | -20 | 3 | -1 | 11 | -7 | -4
- O=C(NCc1ccc2c(c1)OCO2)C1CC(=O)N(c2ccc(O)cc2)C1 (stereo not drawn)
    5 | 11 | 2 | 3 | -5 | 14 | -14 | 0 | 0 | 16 | 5
- CCN(C(=O)COC(=O)c1ccc[nH]c1=O)c1cccc2ccccc12
    0 | 10 | 6 | 10 | 11 | -14 | -6 | x | -9 | -1 | -26
- O=C(NCc1ccc(Cl)cc1)C1CCCCN1S(=O)(=O)c1ccccc1 (stereo not drawn)
    7 | 4 | -3 | 15 | 22 | -11 | 6 | 4 | -7 | -10 | -2
- CCOc1ccccc1N(C)C(=O)CCS(=O)(=O)c1ccc2c(c1)NC(=O)C(C)S2 (stereo not drawn)
    15 | 16 | 4 | 1 | 15 | -2 | -13 | 1 | 2 | 5 | -5
- COc1ccccc1N1CCN(S(=O)(=O)CCNC(=O)Cc2ccc(F)cc2)CC1
    1 | 10 | 10 | 18 | 11 | 12 | 32 | 3 | 1 | 1 | 4
- CN(C)CC(=O)N1c2ccccc2Sc2ccc(Cl)cc21
    0 | 19 | 7 | 13 | -3 | -34 | 6 | -4 | -2 | 6 | 4
- CC(C)C(C(=O)NCc1ccco1)N(C(=O)CNS(=O)(=O)c1ccc(Cl)cc1)C1CCCC1 (stereo not drawn)
    -5 | 15 | -1 | 8 | 12 | -21 | -4 | 1 | 4 | 4 | 2
- COc1cc(C)c(CN2CCC(n3nccc3NC(=O)C3CCOC3)CC2)cc1C (stereo not drawn)
    -5 | -3 | 20 | -21 | 19 | 2 | -30 | 1 | -2 | 12 | -6
- O=C(NCc1cccnc1)c1cccc(Cl)c1
    -1 | 13 | 1 | 7 | -4 | -46 | -18 | 1 | -1 | 4 | -6
- O=C1c2ccccc2C(=O)N1CCC#Cc1ccc2cc(CCCO)oc(=O)c2c1
    -11 | 1 | -7 | -2 | -6 | 29 | 1 | x | 13 | -20 | -2
- CCOc1cc(C(=O)Nc2ccc(S(=O)(=O)Nc3cnc4ccccc4n3)cc2)cc(OCC)c1OCC
    6 | 29 | -22 | 7 | 15 | 23 | -22 | 1 | -12 | 8 | 2
- Cc1ccccc1NC(=O)CN(C)S(=O)(=O)c1cccc2cccnc12
    -2 | 13 | 4 | -4 | 24 | 11 | -3 | 3 | -3 | -9 | -6
- O=C(Cn1cncn1)NCc1ccccc1Br
    0 | 6 | -11 | -2 | 0 | 0 | -14 | 2 | 7 | -1 | -5
- COc1cccc(N2CCN(C(=O)c3cc(-c4ccc(F)cc4)[nH]c3C)CC2)c1
    -4 | 11 | 0 | 35 | 19 | -3 | -8 | x | -5 | 3 | -19
- O=C1NN(c2ccccc2)C(=O)/C1=C/c1ccc(-c2ccc(Cl)c(C(=O)O)c2)o1
    -11 | 4 | 2 | 13 | -24 | -42 | 4 | x | 2 | -9 | 10
- O=C(CS(=O)CC(=O)Nc1cccc2c1CCCC2)Nc1ccc(F)cc1 (stereo not drawn)
    1 | -19 | 17 | -22 | -13 | -7 | -18 | 4 | -10 | -15 | 3
- Cn1cccc1CC(=O)N/N=C/c1ccc(C(C)(C)C)cc1
    -48 | -158 | -26 | -141 | -20 | -16 | -33 | -3 | 5 | -18 | 23
- Cc1ccc(S(=O)(=O)NCc2ccc(C(=O)N3CCc4ccccc4C3)cc2)cc1
    -13 | 19 | 1 | 6 | -13 | 10 | 26 | 1 | 7 | 13 | 3
